Screening results deposited in PubChem by Johns Hopkins Ion Channel Center.
CHT block: inhibitors of human choline transporter CHT | Q9GZV3 | 310,000 tested, 0.86% active | B-score at 10 µM | CHT-expressing cells, membrane potential dye, choline response; stronger effect = lower value;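 active = B-score over 3 SD under the library average, and starting fluorescence ratio not unusually high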;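 also: choline stimulus applied at its EC90 after an EC20 pre-addition; B-score computed on integrated fluorescence ratio after choline addition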
KCNQ2 inh: KCNQ2 potassium channel inhibitors, primary screen, cell-based, CHO-K1, FluxOR thallium flux, B-score (AID 2156). 20 min; stronger effect = lower value. O88943. B-score at 10 µM. 310,000 tested, 1.1% active;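 active = fluorescence ratio B-score at most minus 3 library SDs, with starting brightness B-score within 2 library SDs, cut at about -5.5 in these data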
Target sequence (O88943 whole entry, looked up): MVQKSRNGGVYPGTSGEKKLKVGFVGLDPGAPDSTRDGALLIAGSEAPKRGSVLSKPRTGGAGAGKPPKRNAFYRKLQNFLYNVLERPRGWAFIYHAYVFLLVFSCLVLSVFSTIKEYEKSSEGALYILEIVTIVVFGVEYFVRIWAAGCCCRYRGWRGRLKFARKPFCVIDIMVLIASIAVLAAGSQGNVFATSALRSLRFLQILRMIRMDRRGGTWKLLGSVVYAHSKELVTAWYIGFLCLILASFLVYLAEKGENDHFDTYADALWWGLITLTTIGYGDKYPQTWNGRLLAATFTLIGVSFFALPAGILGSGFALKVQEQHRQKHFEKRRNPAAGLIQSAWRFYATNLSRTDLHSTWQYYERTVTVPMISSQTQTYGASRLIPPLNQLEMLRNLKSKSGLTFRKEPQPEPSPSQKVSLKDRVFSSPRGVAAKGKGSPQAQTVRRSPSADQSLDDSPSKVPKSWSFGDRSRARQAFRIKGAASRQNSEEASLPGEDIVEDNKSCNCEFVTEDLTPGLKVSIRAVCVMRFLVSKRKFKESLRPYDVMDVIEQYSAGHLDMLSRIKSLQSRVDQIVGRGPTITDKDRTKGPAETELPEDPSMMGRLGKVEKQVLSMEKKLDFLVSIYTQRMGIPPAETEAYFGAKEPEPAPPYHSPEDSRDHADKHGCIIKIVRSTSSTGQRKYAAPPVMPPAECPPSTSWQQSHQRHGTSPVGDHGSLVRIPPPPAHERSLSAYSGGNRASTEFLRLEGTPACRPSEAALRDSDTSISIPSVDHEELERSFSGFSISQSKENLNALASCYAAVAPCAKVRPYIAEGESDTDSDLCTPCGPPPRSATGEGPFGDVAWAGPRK
Active calls of the source: *; i = inactive; x = no result given. Random draw from the library; about 1.9% have a hit in one of these screens.

Sequence of screens – CHT block | KCNQ2 inh
COc1ccc(-c2ccc(CCC(=O)O)n2NC(=O)c2cccs2)cc1
→ i | i
COc1ccc(S(=O)(=O)NCC(=O)N(CC(=O)NCc2ccco2)Cc2ccccc2)cc1
→ i | i
Cc1cccc2sc(N(CCCN(C)C)C(=O)c3ccc4ncsc4c3)nc12
→ i | i
N#CCCn1[nH]c(-c2ccccc2)cc1=O
→ i | i
COc1ccc(S(=O)(=O)NCC(=O)N(CC(=O)NCC2CCCO2)Cc2ccc(F)cc2)cc1 (configuration not stated)
→ i | i
Cc1nnc(N2C(=O)C(O)=C(C(=O)c3ccco3)C2c2ccc(F)cc2)s1 (configuration not stated)
→ i | i
CCCc1ccc(C(C)NC(=O)c2cnccn2)cc1 (configuration not stated)
→ i | i
O=C(COC(=O)c1nc(Cl)ccc1Cl)NNC(=O)c1ccccc1
→ i | i
Cc1cc2c(cc1C)N(CC(=O)N1CCCC1)C(=O)CC(c1ccccc1)=N2
→ i | i
CCc1ccc(OCCCC(=O)NCc2ccco2)cc1
→ i | i
CCc1ccc(Nc2ccc(C(=O)O)cc2[N+](=O)[O-])cc1
→ i | i
CCN1CCN(c2ncc(C(=O)Nc3cc(Cl)ccc3OC)c3ccccc23)CC1
→ i | i
CC(=O)c1sc(N/N=C2\CC3CC2C(C)C3(C)C)nc1C (configuration not stated)
→ i | i
CC1CCCC(NC(=O)CN2C(=O)c3cccnc3Oc3ccc(Cl)cc32)C1C (configuration not stated)
→ i | i
COc1cccc(C2/C(=C(\O)c3ccc4c(c3)OCCO4)C(=O)C(=O)N2CC2CCCO2)c1 (configuration not stated)
→ i | i
CCOc1ccc(N2C(=O)C3=C(C(c4ccc(Cl)cc4)=NCCN3)C2c2cccnc2)cc1 (configuration not stated)
→ i | i
O=C(CN(c1ccccc1)S(=O)(=O)c1ccc(F)cc1)N1CCCCCC1
→ i | i
CN(c1ccccc1)S(=O)(=O)c1cc(C(=O)c2nccn2C)ccc1Cl
→ i | i
CS(=O)(=O)N1CCCC(C(=O)NCCc2ccccc2)C1 (configuration not stated)
→ i | i
O=[N+]([O-])c1ccc(NCc2ccncc2)cc1
→ i | i

Reprinted from the part before: 2 entries; new compounds follow.
Sequence of screens – CHT block | KCNQ2 inh
CS(=O)(=O)N1CCCC(C(=O)NCCc2ccccc2)C1 (configuration not stated)
→ i | i
O=[N+]([O-])c1ccc(NCc2ccncc2)cc1
→ i | i
CC(=O)Nc1nnc(SCC(=O)N2C(C)CCCC2C)s1 (configuration not stated)
→ i | i
Cc1ccsc1C1C(C#N)=C(N)OC2=C1C(=O)CC(C)(C)C2 (configuration not stated)
→ i | i
Cn1c(=O)[nH]c(=O)c2c1nc(N1CCNCC1)n2Cc1ccccc1Cl
→ i | i
CCn1c(SCC(=O)N/N=C/c2c[nH]c3ccccc23)nnc1-c1ccc(Cl)cc1
→ i | i
COc1ccccc1NS(=O)(=O)c1cc(NC(=O)CCc2nc3ccccc3c(=O)[nH]2)ccc1C
→ i | i
O=C(Nc1ccc(N2CCOCC2)c(S(=O)(=O)Nc2cc(Cl)ccc2Cl)c1)c1cccnc1
→ i | i
CC1(C)CC(=O)C(/C=N/c2ncccc2C(=O)O)=C(O)C1
→ i | i
COc1ccc(Cc2nc3ccc(C(=O)N(C)Cc4cc(C)[nH]n4)cc3o2)cc1OC
→ i | i
O=C(CN1C(=O)c2ccccc2C1=O)Nc1ccccc1F
→ i | i
Cc1ccc(C(=O)N/N=C/c2c[nH]c3ccccc23)o1
→ i | i
CC(=O)c1ccc(-c2nnc(CCC(=O)N3CCCC(C(=O)CC(C)C)C3)o2)s1 (configuration not stated)
→ i | i
CCCC1CC(CSC(=N)N)OC1=O (configuration not stated)
→ i | i
CCc1c(O)nc(SCC(=O)Nc2ccccc2C)[nH]c1=O
→ i | i
COc1ccc(CCNC(=O)Cn2cnc3ccccc3c2=O)cc1OC
→ i | i
O=C(CN1CCN(c2ccccc2F)CC1)c1ccc(O)c(O)c1
→ i | i
CCOC(=O)c1c2c([nH]c(=S)c1C#N)CCCC2
→ i | i
Cn1c(=O)c2c(SCC(=O)N3CCOCC3)nc(C3CCCCC3)nc2n(C)c1=O
→ i | i
Cc1ccc(NC(=O)CCS(=O)(=O)c2ccc3nc(C)sc3c2)cc1
→ i | i
CCN(CC)S(=O)(=O)c1ccc(C(=O)NCCN2C(=O)S/C(=C\c3cccnc3)C2=O)cc1
→ i | i
O=C(C1CCN(CC2CCCCC2)CC1)N1CCCC1
→ i | i
COc1ccc(Cl)cc1NC(=O)CN1CCN(S(=O)(=O)c2ccc(F)cc2)CC1
→ i | i
O=C(Nc1nccs1)c1ccc2c(c1)OCO2
→ i | i
CCCCNS(=O)(=O)c1ccc(NC(=O)Cc2ccc(OC)cc2)cc1
→ i | i
CCc1cc(=O)[nH]c(SCc2cccnc2)n1
→ i | i
CC(C)[N+](C)(C)CC(O)CN(c1ccccc1)c1ccccc1 (configuration not stated)
→ i | i
CCCCN(C(=O)C1CC(=O)N(c2ccc3c(c2)OCCO3)C1)c1c(N)n(CCCC)c(=O)[nH]c1=O (configuration not stated)
→ i | i
O=C(NC1CCCCC1)C1CCN(S(=O)(=O)c2cccc3nsnc23)CC1
→ i | i
COc1ccc(N(CC(=O)NN=C2CCCC2)S(=O)(=O)c2ccccc2)cc1
→ i | i
Cc1ccc(NC(=O)CCSCCc2ccccn2)cc1
→ i | i
CCCCOc1ccc(C2CCC(C(C)=O)C(C)C2)cc1 (configuration not stated)
→ i | i
Cc1csc(NC(=O)CSc2nnc(C)s2)n1
→ i | i
COC(=O)c1ccc2c(=O)n(-c3ccc(OC)cc3)c(=S)[nH]c2c1
→ i | i
Cc1ccc(C(=O)NNC(=O)CSc2nc(N)cc(N)n2)cc1
→ i | i
CCCn1cnnc1CNC(=O)C1CCC(=O)N(CCc2cccc(F)c2)C1 (configuration not stated)
→ i | i
COC(=O)COc1ccc(S(=O)(=O)NCCC2=CCCCC2)cc1Cl
→ i | i
O=C(Nc1ccccc1)C1=C[C@H](c2csc3ccccc23)C[C@H](OCCCCO)O1
→ i | i
CCOc1ccc2[nH]cc(-c3csc(N)n3)c2c1
→ i | i
O=C(O)CCc1nn2c3ccccc3nc2n(-c2ccccc2)c1=O
→ i | i
COc1cc2[nH]c(=S)n(NC(=O)CC(C)C)c(=O)c2cc1OC
→ i | i
CS(=O)(=O)c1ccccc1C(=O)N(CCC1=CCCCC1)c1c(N)n(Cc2ccccc2)c(=O)[nH]c1=O
→ i | i
Cc1ccc(C(=O)N2NC(c3ccc(F)cc3)C3C(=O)N(c4ccc(C)cc4)C(=O)C32)cc1 (configuration not stated)
→ i | i
O=c1c(Cl)c(NCc2ccc(F)cc2)cnn1C12CC3CC(CC(C3)C1)C2
→ i | i
CC(C)(C)S(=O)(=O)c1ccccc1-c1noc(-c2ccccc2)c1C(N)=O
→ i | i
CSCCC(NC(=O)c1ccccc1)C(=O)Nc1ccc(NC(C)=O)cc1 (configuration not stated)
→ i | i
C=CCc1cc(/C=C2/NC(=S)NC2=O)cc(OC)c1O
→ i | i
CN(CCCC(=O)NCCc1ccccc1)S(=O)(=O)c1ccc([N+](=O)[O-])cc1
→ i | i
O=C(COC(=O)c1cc([N+](=O)[O-])ccc1NCCO)Nc1ccc2c(c1)OCO2
→ i | i
CC(C)OC(=O)c1cc(NC(=O)c2nn(C)cc2Br)cc(C(=O)OC(C)C)c1
→ i | i
CCn1cc(/C=C(\NC(=O)c2ccc(OC)c(OC)c2)C(=O)N2CCOCC2)c2ccccc21
→ i | i
CCN(CC)CCN(Cc1cc2ccc(C)cc2[nH]c1=O)C(=O)Nc1ccc(Cl)cc1
→ i | i
Cc1nnc2c3ccccc3c(Cl)nn12
→ i | i
CCOCCCNC(=O)C(NC(=O)CNC(=O)c1ccccc1)c1ccc(C)cc1 (configuration not stated)
→ i | i
Nc1cccc(/C=C/C(=O)O)c1
→ i | i
O=C1COc2ccc(S(=O)(=O)Nc3cccc(Cl)c3)cc2N1
→ i | i
FC(F)(F)c1ccccc1CN1CCC(Cc2ccccc2)CC1
→ i | i
CNC(=O)/C(=C\c1ccc2c(c1)OCO2)NC(=O)c1ccc(Br)cc1
→ i | i
Cc1oc(-c2cccc(Cl)c2)nc1CN(C)C1CCOC1 (configuration not stated)
→ i | i
CCC(C(=O)NC1CCCC1)N(C(=O)Cn1nnc(-c2ccc(C)o2)n1)c1ccc(F)cc1 (configuration not stated)
→ x | i
OC(COc1cccc2ccccc12)CN1CCCC1 (configuration not stated)
→ i | i
O=C(NCCc1ccccc1F)C1CCCN1S(=O)(=O)c1ccc2ccccc2c1 (configuration not stated)
→ i | i

Following part.
Sequence of screens – CHT block | KCNQ2 inh
CC(=O)c1cnc2ncnn2c1C
→ i | i
Cc1csc(NC(=O)CSc2ccc(-c3ccccn3)nn2)n1
→ i | i
CC(C)CN(CC(C)C)S(=O)(=O)c1cc([N+](=O)[O-])ccc1N1CCCCCC1
→ i | -6.1*
O=C(NCC(c1ccco1)N1CCN(c2ccccc2)CC1)c1cccs1 (configuration not stated)
→ i | i
Cc1ccc(NS(=O)(=O)c2ccc3c(c2)c(=O)n(C)c(=O)n3C)cc1F
→ i | i
O=C(CN(Cc1ccccc1)C(=O)c1ccco1)NCc1ccc(F)cc1
→ i | i
CC(/C=C/C=C/c1ccccc1)=N/NC(=O)c1ccc2c(c1)OCCO2
→ i | i
O=C(Nc1cc([N+](=O)[O-])ccc1Cl)c1ccc2c(c1)OCO2
→ i | i
O=C(NCc1cccnc1)C(=O)Nc1cc2c3c(c1)CC(=O)N3CCC2
→ i | i
CCCn1c(N)c(C(=O)CSc2nc3ccccc3c(=O)n2Cc2ccccc2)c(=O)[nH]c1=O
→ i | i
COCCCN(C(C)=O)c1nc(-c2ccc(OC)cc2)cs1
→ i | i
COc1ccc(C2CC(C(F)(F)F)n3nc(C(=O)O)cc3N2)cc1OC (configuration not stated)
→ i | i
C#Cc1ccc([C@@H]2C=C(C(=O)NCc3ccccc3)O[C@H](OCC)[C@H]2CCCO)cc1
→ i | i
CS(=O)(=O)c1nc(S(=O)(=O)c2ccc(Cl)cc2)c(N2CCC3(CC2)OCCO3)s1
→ i | i
Cc1c(NC(=O)C(C)OC(=O)[C@@H](NC(=O)c2ccccc2)C(C)C)c(=O)n(-c2ccccc2)n1C (some centres not stated)
→ i | i
O=[N+]([O-])c1ccc(SCc2ccncc2)nc1
→ i | i
COc1ccc2cc(/C(C)=N/NC(=O)c3cc(-c4cccnc4)nc4ccccc34)ccc2c1
→ i | i
O=C(CCCN1C(=O)c2cccc3cccc(c23)C1=O)N1CCN(Cc2ccc3c(c2)OCO3)CC1
→ i | i
COc1ccc(C(=O)N2CCSCC2)cc1OC1CCN(C(C)=O)CC1
→ i | i
O=S(=O)(c1ccc(F)cc1)c1nc(-c2ccco2)oc1Nc1ccccc1
→ i | i

Some of the entries so far, as tab-separated lines:
Structure	CHT block	KCNQ2 inh
CC(C)(C)S(=O)(=O)c1ccccc1-c1noc(-c2ccccc2)c1C(N)=O	i	i
CSCCC(NC(=O)c1ccccc1)C(=O)Nc1ccc(NC(C)=O)cc1 (configuration not stated)	i	i
C=CCc1cc(/C=C2/NC(=S)NC2=O)cc(OC)c1O	i	i
CN(CCCC(=O)NCCc1ccccc1)S(=O)(=O)c1ccc([N+](=O)[O-])cc1	i	i
O=C(COC(=O)c1cc([N+](=O)[O-])ccc1NCCO)Nc1ccc2c(c1)OCO2	i	i
CC(C)OC(=O)c1cc(NC(=O)c2nn(C)cc2Br)cc(C(=O)OC(C)C)c1	i	i

(listing goes on)
Sequence of screens – CHT block | KCNQ2 inh
CCOC(=O)c1cc2ccc(OC(=O)c3ccco3)cc2oc1=O
→ i | i
CCn1c(CCn2c3ccccc3c3ccccc32)n[nH]c1=S
→ i | i
CC1(C)S[C@@H]2[C@H](N=CN3CCCCCC3)C(=O)N2[C@H]1C(=O)O
→ i | i
CCOC(=O)c1c(C)[nH]c(C)c1C(=O)COC(=O)c1ccc(Cl)c(S(=O)(=O)NCc2ccccc2)c1
→ i | i
CCOC(=O)N1CCN(S(=O)(=O)c2ccc(F)c(C(=O)Nc3cccc(Cl)c3C)c2)CC1
→ i | i
O=C(O)c1ccc(-n2c(O)c(C=C3N=c4ccccc4=N3)sc2=S)cc1
→ i | i
CCCSc1ccc([C@@H]2[C@H]3C(=O)N(CC)C(=O)[C@H]3[C@]3(C(=O)OC)CCCCN23)cc1OC
→ i | i
Cc1ccc(Cl)cc1NC(=O)Nn1cnnc1
→ i | i
COc1ccc(CCN2CN(S(=O)(=O)c3ccc(OC)cc3)c3nc4ccccc4nc32)cc1
→ i | i
O=S(=O)(Nc1ccccc1Cl)c1ccc(F)cc1
→ i | i
Cc1c(NC(=O)Nc2cc(Cl)ccc2Cl)c(=O)n(-c2ccccc2)n1C
→ i | i
Cc1ccc(CNC(=O)CCCOc2cc(=O)n(C)c3ccccc23)o1
→ i | i
CC(C)Sc1nc2c(c(=O)n1-c1ccc(F)cc1)SCC2
→ i | i
Cc1ccc(CN2CCc3[nH]c(=S)[nH]c(=O)c3C2)cc1
→ i | i
CCN1CCN(C(=O)/C=C/c2ccc3c(c2)OCO3)CC1
→ i | i
CCn1c(COc2cccc(C)c2)nnc1SCC(=O)Nc1cccc(C(=O)O)c1
→ i | i
Cc1ccc(CCNC(=O)CCc2nc3ccccc3[nH]2)cc1
→ i | i
CC(C)c1ccc(NC2CCCN(C(=O)c3ccoc3)C2)cc1 (configuration not stated)
→ i | i
COc1ccccc1N(C(=O)c1csnn1)C(C(=O)NC1CCCC1)c1ccccc1 (configuration not stated)
→ i | i
O=C(NC1CCCCC1)C12CC3CC(CC(Cl)(C3)C1)C2
→ i | i
CCCc1sc(N/N=C/c2ccccn2)nc1-c1ccc(F)cc1
→ i | i
CC(=O)Nc1ccc(NC(=O)c2ccccc2Sc2ccc([N+](=O)[O-])cc2Cl)cc1
→ i | i
